Screens (PubChem BioAssay)
Tau FP inhib: blocks human tau fibril formation measured by polarization. K18 P301L tau heparin fibrillization, Alexa594 FP, 6 h. actives 0.39% (n = 280,000). Potency, µM (highest dose often 57.7 µM), inactives show at the top dose activity, negative = inhibition, usual class: inhibitors. P10636. AID 1468; further: nearly all actives have a fitted effect of over 55% in size
Target sequence (P10636 561-689 P618L limits assumed): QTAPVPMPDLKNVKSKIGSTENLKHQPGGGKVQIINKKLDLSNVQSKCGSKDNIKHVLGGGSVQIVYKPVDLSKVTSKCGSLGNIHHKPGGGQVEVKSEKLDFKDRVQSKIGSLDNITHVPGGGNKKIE
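Read-out: fluorescence polarization of Alexa 594-labeled tau (0.24 uM), 555 nm excitation, 632 nm emission. Mixtures held 15 uM unlabeled K18 P301L, compound and 20 uM heparin, pH 7 acetate buffer, incubated 6 hr at 37 C.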
RECQ1 helicase: blocks DNA unwinding by human RECQ1 | P46063 | RECQ1 DNA unwinding, red fluorescence kinetic read | Potency, µM (doses to about 57.3 µM), for inactives: at the highest dose activity, negative = inhibition, most hits filed as inhibitors | actives 0.54% (n = 240,000) | AID 2549;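 further: plate controls were vehicle for no effect and no enzyme for full effect; nearly all actives have a fitted effect of over 30% in size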
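RECQ1T1 50 nM; forked duplex (20 bp + 30-nt ss tails) 200 nM, ATP 2 mM final; pH 8.0, 2 mM MgCl2, 2.5 ug/ml poly(dI-dC); 15 min compound preincubation; discontinuous kinetic read over 2 h at RT.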
L3MBTL1 block: inhibitors of human L3MBTL1; Q9Y468; AlphaScreen L3MBTL1–H3K9me1 peptide binding; AID 485360; actives 0.66% (n = 230,000); Potency, µM (top dose mostly 57.1 µM), for the others: at the highest dose activity, negative = inhibition, hits mostly inhibitors; further: nearly all actives have a fitted effect of over 60% in size
Target sequence (Q9Y468 whole entry, looked up): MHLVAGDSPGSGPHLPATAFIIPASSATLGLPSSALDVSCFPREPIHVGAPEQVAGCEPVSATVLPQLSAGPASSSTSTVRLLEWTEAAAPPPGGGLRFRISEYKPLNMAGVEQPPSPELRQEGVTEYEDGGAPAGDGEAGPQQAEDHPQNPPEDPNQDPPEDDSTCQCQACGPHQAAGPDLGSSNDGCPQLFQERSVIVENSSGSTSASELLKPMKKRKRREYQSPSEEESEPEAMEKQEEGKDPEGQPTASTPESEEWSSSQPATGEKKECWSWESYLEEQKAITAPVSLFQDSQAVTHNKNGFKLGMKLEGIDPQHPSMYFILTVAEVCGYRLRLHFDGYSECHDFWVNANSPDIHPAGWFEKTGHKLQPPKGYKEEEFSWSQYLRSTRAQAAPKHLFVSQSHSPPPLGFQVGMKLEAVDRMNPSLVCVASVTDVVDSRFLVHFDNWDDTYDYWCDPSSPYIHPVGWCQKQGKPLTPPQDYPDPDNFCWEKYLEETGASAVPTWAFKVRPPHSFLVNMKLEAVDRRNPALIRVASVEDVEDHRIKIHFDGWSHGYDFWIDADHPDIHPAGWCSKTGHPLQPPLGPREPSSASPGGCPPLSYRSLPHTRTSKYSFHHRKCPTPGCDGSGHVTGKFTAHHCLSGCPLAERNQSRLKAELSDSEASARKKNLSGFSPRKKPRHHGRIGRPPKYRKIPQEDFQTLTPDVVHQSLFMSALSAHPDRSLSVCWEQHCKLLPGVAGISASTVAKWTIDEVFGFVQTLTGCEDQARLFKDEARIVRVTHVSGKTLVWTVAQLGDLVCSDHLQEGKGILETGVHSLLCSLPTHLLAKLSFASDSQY
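L3MBTL1 50 nM + b-AHA-H3(1-15)K9me1 75 nM, 30 min RT; compound added, 30 min RT; streptavidin donor/Ni-chelate acceptor beads 10 ug/mL each final, 30 min RT dark; AlphaScreen read.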
JMJD2E inh: JMJD2E (human) inhibition. B2RXH2. JMJD2E catalytic domain, FDH-coupled NADH fluorescence (FDH is formaldehyde dehydrogenase). Potency, µM (top dose mostly 57.1 µM), without a hit: at the highest dose activity change, negative = inhibition, actives largely listed as inhibitors. actives 1.6% (n = 230,000); active means well fitted inhibition curve with a large enough effect, not every such curve was filed as active; inconclusive means small, poorly fitted or top-dose-only effect, or another doubt; inactive means no such curve, though single readings can be large or run the other way;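 further: 0% = wells with enzyme and -100% = buffer wells without enzyme; nearly all actives have a fitted effect of over 50% in size; many of its hits are not listed in these tables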
GoLoco inh red: RGS12 GoLoco-Gai1 interaction inhibition. P63096. Gai1:RGS12 GoLoco peptide FP, rhodamine, 10 min. Potency, µM (doses to about 61.6 µM), for inactives: at the highest dose activity, negative = inhibition, usual class: inhibitors. actives 0.44% (n = 230,000); active means well fitted inhibition curve with a large enough effect, not every such curve was filed as active; inactive means no such curve, though single readings can be large or run the other way; further: nearly all actives have a fitted effect of over 30% in size; many of its hits are not listed in these tables
TR SRC2 fluor cs: counter-screen for TRb-SRC2 inhibitors: fluorescence interference | TRb/SRC2 Texas Red total fluorescence interference | Potency, µM (titrated, usually from 106 µM), inactives show at the highest dose fluorescence change, negative = quenching | actives 0.29% (n = 280,000) | AID 1479; active means well fitted curve in either direction with a large enough effect; inconclusive means small, poorly fitted or top-dose-only effect
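Human TRβ ligand-binding domain (0.6 uM) and Texas Red SRC2 peptide (20 nM) in Tris buffer with 1 uM T3 and 5% DMSO were incubated with pinned compound for 5 hr at ambient temperature. Total fluorescence was computed as S + 2P (555/632 nm).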
Tau ThT inhib: blocks human tau fibril formation measured by thioflavin T. Potency, µM (highest dose often 57.4 µM), inactives show at the highest dose activity, negative = inhibition, actives largely listed as inhibitors. actives 2.1% (n = 270,000). recombinant tau K18 P301L (four-repeat tau fragment), heparin-induced fibrillization, ThT fluorescence; further: nearly all actives have a fitted effect of over 55% in size
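K18 P301L tau (15 uM + 0.24 uM Alexa 594-tagged), heparin 20 uM, NaOAc pH 7, 6 h 37 C; ThT 30 uM, 1 h RT, ex 450/em 510 nm.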
TRb-SRC2 inh: disrupts binding of human TR beta to SRC2; P10828; TRbeta-SRC2 peptide binding, fluorescence polarization; receptor liganded with 1 µM T3; Potency, µM (highest dose often 106 µM), inactives show at the top dose activity change, negative = inhibition, hits mostly inhibitors; actives 0.065% (n = 280,000);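 further: plate controls were bound peptide for no effect and peptide without receptor for full effect; nearly all actives have a fitted effect of over 50% in size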
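Compounds were added to 0.6 uM TRb ligand-binding domain and 20 nM Texas Red-labeled SRC2 peptide in Tris buffer containing 1 uM T3, incubated 5 hr at ambient temperature, then read by fluorescence polarization.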
Numbers without * were called inactive; i = inactive; ? = inconclusive; . = no result given; & = joins results of further samples; [ ] = another dose, or the depositor's remark. Unless noted, the call rests on the fitted dose curve; in most records, active means well fitted curve in the direction sought with a large enough effect; inconclusive means small, poorly fitted or top-dose-only effect, or another doubt; inactive means no such curve, though single readings can be large; an effect the other way counts as inactive or inconclusive. Unless noted, on the % scale 0 is the no-effect control and ±100 the full control effect; potency means the concentration at half of the fitted maximal effect. The list is partial. The share of hits here may be higher or lower than overall.

entry	Structure	Tau FP inhib	RECQ1 helicase	L3MBTL1 block	JMJD2E inh
1	CCCCn1cc(S(=O)(=O)c2cc(C)ccc2C)c(=O)c2cc(F)c(N3CCC(C)CC3)cc21	-4%	.	.	.
2	COC(=O)Cc1c(C(=O)OC)nnn1-c1ccc(OC(F)(F)F)cc1	-4%	5%	?	6%
3	COc1ccc(NC(=S)NC(NC(=O)c2cccc3ccccc23)C(Cl)(Cl)Cl)c([N+](=O)[O-])c1 (stereo unspecified)	-3%	-2%	.	-29%
4	COc1cc(Cl)c(C)cc1NC(=O)c1cc2c(=O)oc3ccccc3c2s1	-12%	.	.	.
5	CCOC(=O)N1CCN(Cc2nc(-c3ccc(C)cc3)no2)CC1	-6%	-6%	3%	-1%
6	COc1ccc(CCNC(=O)CCN2C(=O)c3ccccc3C2=O)cc1OC	-5%	i	5%	3%
7	C=CCC1(O)C(=O)N2C(=C1C(=O)OCC)c1ccc3ccccc3c1CC2(C)C (stereo unspecified)	7%	0%	4%	-4%
8	O=C1NCC(COc2ccc(Cl)cc2)O1 (stereo unspecified)	2%	-9%	9%	9%

entry	GoLoco inh red	TR SRC2 fluor cs	Tau ThT inhib	TRb-SRC2 inh
1	.	-7%	-8%	5%
2	-4%	-4%	0%	2%
3	0%	-4%	?	1%
4	.	-3%	-9%	3%
5	4%	0%	-14%	-1%
6	11%	-2%	6%	0%
7	4%	-4%	-16%	-1%
8	8%	-1%	-3%	-10%

The list continues.
entry	Structure	Tau FP inhib	RECQ1 helicase	L3MBTL1 block	JMJD2E inh
9	CCOCCCNC(=O)CN1CCN(c2ccc(F)cc2)CC1	8%	i	-2%	?
10	COc1c(Cl)cc(Cl)cc1C(=O)Nc1ccc(NC(=O)c2cccs2)cc1	?	0%	-1%	?
11	CCC(=O)N1CCc2cc(CNC(=O)c3ccc(F)cc3)ccc21	-3%	.	.	.
12	CCOc1ccc2nc(SCC(=O)N3c4ccccc4Sc4ccccc43)sc2c1	-4%	-1%	-3%	-2%
13	N#Cc1c(-n2ncnc2-c2cccc(Cl)c2)sc2c1CCCCC2	1%	.	.	.
14	COc1cc(/C=N/Nc2cccc(C)c2)cc(Br)c1O	13%	i	-9%	1%
15	CCN(CC)CCNC1=CC(=O)OC12CCCCC2	5%	-3%	3%	15%
16	CSCCC(NS(=O)(=O)c1ccccc1F)C(=O)OCc1ccccc1Cl (stereo unspecified)	-5%	-19%	3%	-7%

entry	GoLoco inh red	TR SRC2 fluor cs	Tau ThT inhib	TRb-SRC2 inh
9	-1%	-1%	-9%	3%
10	0%	-3%	-19%	-4%
11	.	-12%	-6%	-3%
12	11%	-6%	6%	2%
13	.	-70%	?	-10%
14	5%	-1%	?	-9%
15	5%	-7%	-3%	0%
16	0%	3%	-7%	7%

(list continues)
entry	Structure	Tau FP inhib	RECQ1 helicase	L3MBTL1 block	JMJD2E inh
17	CCOC(=O)Cn1c(-c2ccccc2)ccc(C#N)c1=O	-4%	2%	29%	-3%
18	O=C(CN1C(=O)NC2(CCCCCC2)C1=O)NC1CCCCCCC1	1%	-4%	5%	3%
19	O=C(CN1CCN(c2ccccc2F)CC1)N1N=CCC1c1ccccc1 (stereo unspecified)	-8%	-4%	4%	6%
20	N#Cc1ccccc1NC(=O)COC(=O)c1ccc(S(=O)(=O)N2CCCC2)cc1	-1%	-9%	2%	-1%
21	CSc1ccc2c(c1)C(N1CCN(C)CC1)Cc1ccccc1S2 (stereo unspecified)	5%&-14%&-15%&11%	10%&-14%&-5%	-27%	3%&-1%&8%
22	O=C(CO/N=C/c1ccc(OC(F)F)cc1)N1CCc2ccccc21	2%	7%	-7%	2%
23	CC(=O)N1CCc2ccc(NC(=O)c3c(-c4c(Cl)cccc4Cl)noc3C)cc21	5%	8%	7%	-1%
24	O=C(c1ccc(C(F)(F)F)cc1)C1CCCN(C(=O)CN2C(=O)CSC2=O)C1 (stereo unspecified)	2%	3%	7%	0%

entry	GoLoco inh red	TR SRC2 fluor cs	Tau ThT inhib	TRb-SRC2 inh
17	10%	-4%	-3%	4%
18	1%	1%	2%	-1%
19	4%	-1%	-9%	-2%
20	13%	-1%	-9%	-1%
21	11%&10%&-4%&7%	-2%&-2%&0%&0%	?	4%&2%&0%&4%
22	7%	-2%	?	-2%
23	1%	0%	-11%	-3%
24	6%	-1%	-1%	0%

More results follow.
entry	Structure	Tau FP inhib	RECQ1 helicase	L3MBTL1 block	JMJD2E inh
25	Cc1nn(-c2ccccc2)c(C)c1/C=N/NC(=O)CSc1nc2ccccc2c(=O)n1-c1ccc(Br)cc1	-13%	8%	-1%	0%
26	CSc1cccc(NC(=O)CCc2ccccc2)c1	3%	i	5%	9%
27	COC(=O)c1ccc(C(NC(=O)OCc2ccccc2)/C(=C/[C@@H](C)C(=O)NCc2ccc(-c3ccccc3)cc2)c2cccnc2)cc1 (stereo partly specified)	9%	-3%	.	-29%
28	Cc1ccc(OCc2nnc(SCC(=O)c3cccs3)n2-c2ccccc2)cc1C	-9%	0%	-2%	-4%
29	CCOc1ccc(NC(=S)N2c3ccccc3CC2C)cc1 (stereo unspecified)	5%	-1%	?	1%
30	Cc1ncc2c(c1OC(=O)c1ccccc1)COC(C)(C)OC2	?	-5%	.	2%
31	CCCC(C)C(=O)NCc1ccc2c(c1)OCO2 (stereo unspecified)	-5%	-11%	.	5%
32	O=C(O)c1ccccc1-n1c(-c2ccccc2)cc2c1CCCC2=O	0%	i	-11%	-7%

entry	GoLoco inh red	TR SRC2 fluor cs	Tau ThT inhib	TRb-SRC2 inh
25	19%	-2%	-16%	-3%
26	11%	1%	-9%	-2%
27	0%	-3%	2%	-2%
28	10%	1%	-5%	-10%
29	-3%	2%	-17%	-2%
30	3%	1%	-9%	0%
31	3%	-2%	-9%	-6%
32	4%	-7%	-6%	-3%

The listing continues:
entry	Structure	Tau FP inhib	RECQ1 helicase	L3MBTL1 block	JMJD2E inh
33	Cc1ccc(C2(C)NC(=O)N(CC(=O)Nc3c(C)n(C)n(-c4ccccc4)c3=O)C2=O)cc1 (stereo unspecified)	-1%	8%	5%	13%
34	O=C(Cc1coc2ccc3ccccc3c12)NC1CCCc2ccccc21 (stereo unspecified)	-8%	-9%	2%	?
35	CCN1CCN(C(C(=O)NC2CCCCC2)c2ccc(Cl)cc2)CC1 (stereo unspecified)	-4%	-4%	.	0%
36	COc1ccc(/C=C2\NC(=S)N(CC3CCCO3)C2=O)c(OC)c1C (stereo unspecified)	10%	-5%	.	-10%
37	CC1Cc2ccccc2N1CC(=O)NCc1ccc2c(c1)OCO2 (stereo unspecified)	-3%	-6%	-14%	4%
38	CCC(=O)CC(NC(=O)OC)c1ccc(F)cc1 (stereo unspecified)	8%[11.6 µM]	17%[11.5 µM]	.	.
39	CCCCN(CC)C(=O)CSc1nc2c(sc3ccccc32)c(=O)n1CCc1ccccc1	-9%	.	.	.
40	CCC1C(=O)Nc2nc(-c3ccccc3)c(-c3ccccc3)n2N=C1C (stereo unspecified)	13%	-4%	.	-4%
41	CC(C)(C)C1=NN(c2ccc([N+](=O)[O-])cc2)C(c2ccccc2)C1 (stereo unspecified)	-1%	-2%	23%	-1%
42	COc1ccc(S(=O)(=O)Nc2ccc(NC(C)=O)cc2)cc1OC	4%	-14%	8%[11.4 µM]	1%
43	COc1ccc(CC(=O)Nc2ccccc2Oc2ccccc2)cc1	5%	-14%	20%	5%

entry	GoLoco inh red	TR SRC2 fluor cs	Tau ThT inhib	TRb-SRC2 inh
33	-7%	-4%	-5%	-6%
34	2%	-21%	-7%	6%
35	-10%	0%	-6%	-8%
36	3%	0%	?	0%
37	3%	-5%	-3%	0%
38	.	-1%[11.2 µM]	3%[11.5 µM]	0%[11.2 µM]
39	.	?	-3%	0%
40	6%	-2%	-11%	3%
41	1%	-3%	?	0%
42	-12%	2%	-5%	0%
43	2%	0%	1%	2%

From compound 32 to 40, copied from above:
entry	Structure	Tau FP inhib	RECQ1 helicase	L3MBTL1 block	JMJD2E inh
32	O=C(O)c1ccccc1-n1c(-c2ccccc2)cc2c1CCCC2=O	0%	i	-11%	-7%
33	Cc1ccc(C2(C)NC(=O)N(CC(=O)Nc3c(C)n(C)n(-c4ccccc4)c3=O)C2=O)cc1 (stereo unspecified)	-1%	8%	5%	13%
34	O=C(Cc1coc2ccc3ccccc3c12)NC1CCCc2ccccc21 (stereo unspecified)	-8%	-9%	2%	?
35	CCN1CCN(C(C(=O)NC2CCCCC2)c2ccc(Cl)cc2)CC1 (stereo unspecified)	-4%	-4%	.	0%
36	COc1ccc(/C=C2\NC(=S)N(CC3CCCO3)C2=O)c(OC)c1C (stereo unspecified)	10%	-5%	.	-10%
37	CC1Cc2ccccc2N1CC(=O)NCc1ccc2c(c1)OCO2 (stereo unspecified)	-3%	-6%	-14%	4%
38	CCC(=O)CC(NC(=O)OC)c1ccc(F)cc1 (stereo unspecified)	8%[11.6 µM]	17%[11.5 µM]	.	.
39	CCCCN(CC)C(=O)CSc1nc2c(sc3ccccc32)c(=O)n1CCc1ccccc1	-9%	.	.	.
40	CCC1C(=O)Nc2nc(-c3ccccc3)c(-c3ccccc3)n2N=C1C (stereo unspecified)	13%	-4%	.	-4%

entry	GoLoco inh red	TR SRC2 fluor cs	Tau ThT inhib	TRb-SRC2 inh
32	4%	-7%	-6%	-3%
33	-7%	-4%	-5%	-6%
34	2%	-21%	-7%	6%
35	-10%	0%	-6%	-8%
36	3%	0%	?	0%
37	3%	-5%	-3%	0%
38	.	-1%[11.2 µM]	3%[11.5 µM]	0%[11.2 µM]
39	.	?	-3%	0%
40	6%	-2%	-11%	3%
